From PubChem BioAssay
West Nile antiviral: West Nile virus antiviral activity, cell-based, CPE readout (AID 1621) | West Nile virus-infected cells, CPE inhibition; higher % means a stronger effect | one-dose CPE inhibition, % at 10 µM; IC50 in µM for titrated hits | 290,000 tested, 0.02% active; in the data active means a potency from the dose series; inconclusive means CPE inhibition mostly from about 3.7% at the one dose, without a potency; inactive means the rest, 99 in 100 with CPE inhibition below about 2.2%; further: strong numbers were not always called active
KOR beta-arrestin-1: KOR agonists, beta-arrestin recruitment, primary screen, cell-based, luminescence, uHTS (AID 1777) | KOR beta-arrestin recruitment, luminescence; higher % means a stronger effect | one-dose activation, % at 10 µM; EC50 in µM for titrated hits | 280,000 tested, 0.02% active; in the data active means activation above about 50%, passing the limit was not always enough; further: a part of the inactive calls stands beside numbers as strong as those of hits
GPR55 beta-arrestin: selective activators of receptor GPR55 – imaging, U2OS cells, beta-arrestin-GFP redistribution, primary screen (AID 1961). 290,000 tested, 0.048% active. activation, % at 10 µM; hits with a dose series show EC50 in µM. U2OS GPR55 beta-arrestin-GFP redistribution imaging; higher % means a stronger effect;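 active means activation above 40% with more than 50 cells counted in the well; inconclusive means wells holding fewer than 50 cells, flagged as toxic or sparse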;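 further: U2OS osteosarcoma cells stably expressing GPR55 and beta-arrestin-GFP; plate controls were DMSO negative control for no effect and LPI positive control for full effect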
Dengue-2 NS5 capping: Dengue-2 NS5 methyltransferase inhibitors, primary screen, biochemical, confirmation dose response (AID 588689). Dengue-2 NS5 methyltransferase capping enzyme assay, biochemical; higher % means a stronger effect. one-dose inhibition, % at 25 µM; IC50 in µM for titrated hits. 340,000 tested, 0.3% active; in the data active means a potency from the dose series; inconclusive means inhibition above about 29% without an active follow-up result
KOR beta-arrestin-2: KOR antagonists, beta-arrestin recruitment, cell-based, luminescence, uHTS (AID 1778). KOR beta-arrestin recruitment, luminescence, antagonist mode; higher % means a stronger effect. inhibition, % at 10 µM, or IC50 in µM where a hit was titrated. 290,000 tested, 0.091% active; in the data active means inhibition above about 50%; further: strong numbers were not always called active
GPR55 antagonists: GPR55 antagonists blocking LPI-driven arrestin recruitment, primary screen, imaging, U2OS, beta-arrestin-GFP, LPI agonist (AID 2013). U2OS GPR55 beta-arrestin-GFP translocation imaging, LPI antagonism; higher % means a stronger effect. one-dose inhibition, % at 10 µM; IC50 in µM for titrated hits. 290,000 tested, 0.13% active;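 active means spots per cell inhibited over 60%, with over 100 cells counted and total cytoplasm intensity under 500,000; inconclusive means wells with under 100 cells, flagged as likely toxic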;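 further: U2OS cells stably carrying GPR55 and arrestin-GFP stimulated by 5 µM LPI near EC80; imaged beta-arrestin-GFP aggregate spots per cell after agonist stimulation; plate controls were LPI-stimulated DMSO wells for no effect and DMSO wells without LPI for full effect; some results filed as inactive read as strong as hits; confirmed hits need IC50 under 10 µM and bright autofluorescent wells are also inconclusive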
NOD1 inhibition: inhibition of NOD1-driven NF-kB reporter – cell-based, luminescence, uHTS, primary screen (AID 1578); NOD1-driven NF-kB luciferase reporter cells, luminescence; higher % means a stronger effect; one-dose inhibition, % at 4 µM; EC50 in µM for titrated hits; 290,000 tested, 1% active; in the data active means inhibition mostly above about 36%, no sharp cut-off; inactive means mostly below about 34%;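 further: HEK-293T reporter cells stimulated with the NOD1 agonist gamma-tri-DAP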
HIV fusion peptide: cell-free HIV fusion peptide-binding blockers – biochemical, uHTS, fluorescence dequenching, primary screen (AID 1986) | cell-free peptide binding, fluorescence dequenching, 30 min; higher % means a stronger effect | inhibition, % at 20 µM, or IC50 in µM where a hit was titrated | 290,000 tested, 0.3% active; in the data active means inhibition mostly above about 52%, no sharp cut-off; inactive means mostly below about 76%; further: some results filed as inactive read as strong as hits
GPR35 antagonists: inhibition of zaprinast-stimulated GPR35 beta-arrestin translocation – imaging, U2OS, beta-arrestin-GFP, zaprinast agonist, primary screen (AID 2058). U2OS GPR35 beta-arrestin-GFP translocation imaging, zaprinast antagonism; higher % means a stronger effect. one-dose inhibition, % at 10 µM; IC50 in µM for titrated hits. 290,000 tested, 0.052% active;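 active means inhibition of at least 50% with at least 30 cells and total cytoplasm GFP at most 10,000,000; inconclusive means under 30 cells or total GFP of 10,000,000 plus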
Active calls of the source: *; ? = inconclusive; . = not tested or not shown; [ ] = dose if it differs, or a comment. These rows are one share of the data; count on the stated rates, not on these rows.

SMILES	West Nile antiviral	KOR beta-arrestin-1	GPR55 beta-arrestin	Dengue-2 NS5 capping	KOR beta-arrestin-2	GPR55 antagonists	NOD1 inhibition	HIV fusion peptide	GPR35 antagonists
O=C(NCc1cccc(Cl)c1)c1cccnc1	-0.4%	1.3%	-0.1%	-5%	4%	3%	-14%	-3.2%	-11%
O=[N+]([O-])c1ccc(CSc2nnc(SCc3ccc(Cl)cc3)s2)cc1	-0.8%	0.0%	-0.2%	-5%	3%	0%	-18%	-0.2%	-3%
CC(C)(C)NC(=O)CSc1nnc(-c2ccccn2)n1-c1ccccc1	-0.5%	-3.3%	0.1%	-3%	-10%	9%	-16%	0.1%	15%
CN(C)c1cc[n+](CC(=O)Nc2ccc(Cl)c([N+](=O)[O-])c2)cc1	0.8%	-3.7%	-0.1%	-12%	-5%[20 µM]	-29%	34%	-3.4%	12%
O=C(NCc1cccnc1)c1ccc(NS(=O)(=O)c2ccccc2)cc1	0.1%	-3.8%	0.6%	-6%	-3%	12%	-20%	-1.7%	9%
Cc1ccc(C(=O)NCC(=O)OCC(=O)c2c(N)n(C)c(=O)n(C)c2=O)s1	.	19%	-0.2%	4%	23%	5%	-22%	1.9%	-11%
CCc1nc(N)c(C#N)c(-c2ccc(O)c(OC)c2)c1C	0.0%	2.5%	-0.3%	-6%	-14%	-3%	-27%	0.9%	-2%
COc1ccc(NC(=O)COC(=O)c2ccc(S(=O)(=O)N(C)c3ccccc3OC)cc2)c(OC)c1	-0.5%	-6.3%	0.6%	.	-9%	-8%	1%	-1.5%	0%
O=[N+]([O-])c1ccc(-c2ccc(/C=N/n3cnnc3)o2)c(Br)c1	-0.6%	0.4%	-0.3%	10%	-51%[20 µM]	3%	-8%	-0.5%	-11%
O=C(NCCCO)C(=O)NCC(c1ccc2c(c1)OCO2)N1CCN(c2ccc(F)cc2)CC1 (stereo unspecified)	-1.3%	0.8%	-0.2%	2%	-24%	-18%	-2%	-0.5%	-12%
O=C1c2ccccc2NC2(CCCCC2)N1c1ccc(O)cc1	0.0%	-2.2%	-0.1%	-3%	-24%	-2%	-26%	1.5%	3%
CCC(C)NC(=O)C1=C(C)C(=O)OC12CCC(C)CC2 (stereo unspecified)	0.0%	-6.7%	0.2%	-2%	-2%	4%	-16%	0.0%	14%
CCc1cc(CNC(=O)CC2C(=O)NCCN2Cc2c(F)cccc2Cl)on1 (stereo unspecified)	-0.3%	.	0.3%	-2%	9%[20 µM]	4%	2%	-0.4%	13%
Cc1ccc(Nc2cc(C)nc(N3CCOCC3)n2)c(C)c1	-1.0%	-2.0%	-0.3%	5%	-22%	10%	-22%	-1.1%	.
COc1ccc(C2=C(O)C(C)N(c3ccccc3)C2=N)cc1OC (stereo unspecified)	-0.5%	-0.9%	-0.3%	2%	-21%	3%	2%	45%	-1%
C/C(N)=C(/C#N)C(=O)COC(=O)CC1CCCC1	-0.3%	0.9%	0.2%	1%	1%	-2%	-3%	1.8%	8%
Cc1cccc(/C=C2\Sc3ccc(C(=O)N4CCCCC4)cc3N(C)C2=O)c1	2.8%	0.6%	0.0%	-4%	-14%	0%	2%	0.4%	-12%
Cc1c(N2C(=O)c3cccc4cccc(c34)C2=O)c(=O)n(-c2ccccc2)n1C	0.1%	4.7%	-0.2%	2%	-45%	-6%	8%	-1.9%	7%
Cc1ccc(NC(=O)C(CC(C)C)NC(=O)C2CCC(C)CC2)nc1 (stereo unspecified)	-1.6%	-3.0%	0.0%	4%	3%	10%	-2%	0.2%	0%
CCc1cc(C(=O)Cc2nc3ccccc3s2)c(O)cc1OCC(=O)O	-0.2%	-2.4%	-0.1%	10%	-33%	-9%	-8%	28%	-6%
Cc1ccc(S(=O)(=O)NCc2nnc(SCC(=O)Nc3cccc(C)c3C)n2C)cc1	.	0.0%	0.0%	3%	8%	5%	-6%	1.1%	-4%
O=C(Nc1ccc(F)cc1)c1ccc(S(=O)(=O)N2CCOCC2)o1	-0.4%	7.1%	0.3%	.	10%	4%	-6%	-1.1%	4%
COc1ccc(Cl)cc1N(CC(=O)NC(C(C)C)C(C)C)S(C)(=O)=O	-0.6%	-2.5%	0.2%	-8%	-33%	9%	41%	-2.3%	2%
CCOC(=O)c1[nH]c(=O)[nH]c1CN(Cc1ccco1)Cc1[nH]c(=O)[nH]c1C(=O)OCC	0.2%	-2.3%	0.2%	0%	0%	-10%	-34%	-1.4%	-7%
COC(=O)[C@@H]1C[C@@]2(O)[C@H](O)[C@H](O)[C@H](O)C[C@H]2N1Cc1cc(OC)cc(OC)c1	0.2%	4.2%	-0.1%	-9%	-4%	-11%	-4%	0.3%	-9%
SMILES	West Nile antiviral	KOR beta-arrestin-1	GPR55 beta-arrestin	Dengue-2 NS5 capping	KOR beta-arrestin-2	GPR55 antagonists	NOD1 inhibition	HIV fusion peptide	GPR35 antagonists
CCc1ccc(N(C(=O)c2ccoc2C)C(C(=O)NC2CCCC2)c2ccc(OC)cc2)cc1 (stereo unspecified)	-1.1%	1.3%	0.0%	2%	33%	7%	6%	-1.0%	7%
CCN(C(=O)CSc1cc(C)c2ccccc2n1)C1CCS(=O)(=O)C1 (stereo unspecified)	-0.6%	-4.4%	-0.2%	1%	-3%	25%	-25%	-0.7%	-2%
CCc1nnc(NC(=O)CCC(=O)NCc2ccccc2Cl)s1	0.7%	3.5%	0.1%	-3%	-27%	10%	-19%	-2.2%	14%
O=C(OC(C(=O)Nc1ccc(Cl)cc1C(F)(F)F)c1ccccc1)c1c(Cl)cccc1Cl (stereo unspecified)	-0.4%	0.5%	0.2%	-5%	-11%	7%	-32%	0.1%	12%
CCOC(=O)c1c(-c2ccccc2)cn2ccccc12	-0.3%	-2.5%	-0.1%	1%	-8%	-11%	14%	0.5%	8%
CCC(C)(C)NC(=O)CCn1c(-c2ccccc2)cc(C(C)=O)c1C	.	-1.0%	0.2%	-4%	-34%	8%	-18%	-1.3%	-1%
Cc1c(CN(C)C(=O)c2nn(C)cc2[N+](=O)[O-])cnn1C	1.0%	-2.5%	-0.3%	-4%	-16%	4%	-33%	-1.2%	-2%
C=C(C)C(=O)N1CC2(CC(c3cccc(NC(=O)CC)c3)=NO2)C[C@H]1C(N)=O (stereo partly specified)	-0.7%	8.1%	-0.1%	7%	29%	-17%	10%	-2.5%	-2%
COc1cc2ccccc2cc1C(=O)Nc1ccc(N2CCN(C)CC2)cc1	?	.	-0.1%	0%	12%	10%	-42%	-4.1%	33%
O=c1cc(N2CCCCCC2)[nH]c(=O)n1-c1ccccc1Cl	-0.2%	-6.9%	1.4%	3%	1%	1%	-22%	-0.7%	-2%
CC1CCN(C(=O)C2CCN(C(=O)c3cc4sccc4n3Cc3ccc(F)cc3)CC2)CC1	0.2%	-5.7%	-0.1%	-3%	16%	-4%	-5%	-1.0%	-6%
OC(COC1CCCCC1)CN1CCN(c2ccccc2)CC1 (stereo unspecified)	0.3%	-1.8%	-0.2%	-3%	3%	1%	5%	-1.0%	-1%
O=C(NCCN1CCOCC1)c1cc(-c2ccc(F)cc2)on1	0.2%	1.2%	-0.1%	-8%	-16%	-4%	-112%	-1.4%	11%
O=C(NC(=O)c1csnn1)Nc1ccccc1Cl	-0.2%	0.2%	1.1%	-4%	22%	5%	-54%	0.9%	0%
CCOc1cc(C)c(S(=O)(=O)Nc2ccc(Cl)cn2)cc1C	-0.4%	1.4%	-0.1%	-10%	27%	-2%	4%	-0.2%	-2%
O=C(COC(=O)c1c2c(nc3ccccc13)CCCC2)c1cccs1	-0.1%	4.7%	0.2%	-6%	-27%	-12%	40%	2.7%	-5%
CCn1nc(C)cc1-c1n[nH]c(=S)n1N	1.1%	-0.9%	0.0%	-12%	-5%	13%	-14%	1.7%	3%
COc1ccc([C@H]2[C@H](C(=O)C(C)(C)C)N3N=Cc4ccccc4C3[C@]23N=C(c2ccccc2)OC3=O)cc1OC (stereo partly specified)	.	0.3%	0.3%	12%	39%	7%	20%	4.0%	10%
CCOC(=O)N1CCC(NC(=O)c2ccc3c(c2)ncn3C2CCCC2)CC1	.	9.1%	-0.1%	-1%	-48%	-6%	-22%	0.0%	-7%
O=C(Nc1ccccc1C(=O)Nc1cccnc1)c1ccccc1	-0.5%	-1.0%	-0.3%	.	-3%	8%	-12%	-1.6%	10%
O=C(O)CCCCCN1C(=O)C(=O)/C(=C(/O)c2ccccc2)C1c1ccccc1 (stereo unspecified)	-0.1%	-1.3%	0.0%	5%	24%	16%	-3%	47%	4%
COc1cccc(C2C(C(=O)c3ccc(C)o3)=C(O)C(=O)N2CCN2CCOCC2)c1OC (stereo unspecified)	-0.4%	3.7%	0.2%	6%	-14%	-10%	-11%	0.8%	-15%
CNS(=O)(=O)c1cccc(C(=O)NCC(c2ccco2)N(C)C)c1 (stereo unspecified)	0.0%	1.8%	-0.2%	-4%	-9%	14%	-12%	-0.3%	8%
Cc1nnc(NC(=O)CCC(=O)NCc2cccs2)s1	0.4%	-1.4%	-0.2%	-2%	12%	-9%	22%	-1.6%	-10%
CCOC(=O)CNc1c(-c2ccc(F)cc2)nc2cnccn12	-0.3%	2.3%	0.2%	-7%	-38%	2%	.	4.7%	-5%
Cc1cc(C)n2nc(-c3cccnc3)nc2n1	0.3%	-3.0%	0.1%	1%	35%	16%	-20%	-2.6%	-4%
Cc1cc(C)cc(NC(N)=S)c1	-0.3%	-0.2%	0.3%	-6%	-3%	-8%	-21%	2.7%	-2%
CNC(=O)CN(c1cc([N+](=O)[O-])ccc1OC)S(C)(=O)=O	1.1%	0.9%	0.0%	-2%	24%	11%	-18%	-1.8%	1%
O=C(NCCCNc1ccnc2cc(Cl)ccc12)c1ccccc1F	-1.3%	-7.8%	0.3%	5%	2%	1%	-1%	-0.8%	4%
NC(=O)N/N=C/c1ccccc1OCc1cccc2ccccc12	-0.4%	-1.3%	-0.1%	-5%	-10%	5%	-13%	-0.7%	3%

Retrieved by compound from the entries so far (4):
SMILES	West Nile antiviral	KOR beta-arrestin-1	GPR55 beta-arrestin	Dengue-2 NS5 capping	KOR beta-arrestin-2	GPR55 antagonists	NOD1 inhibition	HIV fusion peptide	GPR35 antagonists
OC(COC1CCCCC1)CN1CCN(c2ccccc2)CC1 (stereo unspecified)	0.3%	-1.8%	-0.2%	-3%	3%	1%	5%	-1.0%	-1%
Cc1cc(C)n2nc(-c3cccnc3)nc2n1	0.3%	-3.0%	0.1%	1%	35%	16%	-20%	-2.6%	-4%
Cc1ccc(Nc2cc(C)nc(N3CCOCC3)n2)c(C)c1	-1.0%	-2.0%	-0.3%	5%	-22%	10%	-22%	-1.1%	.
O=C(COC(=O)c1c2c(nc3ccccc13)CCCC2)c1cccs1	-0.1%	4.7%	0.2%	-6%	-27%	-12%	40%	2.7%	-5%
